# Source: PubChem BioAssay (National Center for Advancing Translational Sciences (NCATS))
# KDM5B inh = Primary screen for KDM5B Histone Demethylases FDH-coupled qHTS | actives 2.6% (n = 220,000) | Potency, µM (doses to about 57.7 µM), for the others: at the highest dose activity change, negative = inhibition, usual class: inhibitors | KDM5B demethylase, FDH-coupled NADH fluorescence (FDH is formaldehyde dehydrogenase); active means well fitted inhibition curve with a large enough effect; inconclusive means small, poorly fitted or top-dose-only effect; inactive means no such curve, though single readings can be large or run the other way; further: 0% is about no effect; nearly all actives have a fitted effect of over 70% in size
#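 Inhibition is measured as reduced NADH fluorescence generation from FDH coupling to formaldehyde release. Truncated KDM5BΔAP at 200 nM final acts on H3K4me3 peptide (12.5 µM in substrate mix) in pH 7.5 HEPES buffer with Tween-20, 30 min, room temperature.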
# * marks the source's active call; other numbers are inactive results; u = inconclusive; ! = repeats disagree; [ ] = remark or other dose. Potency means the concentration at half of the fitted maximal effect.
Compound	KDM5B inh
Cc1ccc(C(=O)COC(=O)c2ccc(C(=O)c3ccccc3)cc2)c(C)c1	8%
O=C(O)C1=NOC2CN(Cc3cccc(C(F)(F)F)c3)CC12 (stereo not drawn)	100µM*
COCCn1c2c(c(=O)[nH]c1=O)C(c1cccc3ccccc13)C1=C(N2)c2ccccc2C1=O (stereo not drawn)	u
Cc1ccc(N/N=C/c2ccc(Cl)c(Cl)c2)cc1	-2%
NC(=O)NC(=O)COC(=O)CCCSc1nc2ccccc2s1	14%
COc1ccc(CNC(=O)NOCc2ccccc2)cc1	10%
CCc1ccc(S(=O)(=O)N2CCN(C3CCN(CCc4ccccc4)C3=O)CC2)cc1 (stereo not drawn)	-1%
O=C(CSc1nc2ccccc2s1)NC1CCSc2ccc(F)cc21 (stereo not drawn)	3%
O=c1cc(-c2cccnc2)oc2c(NCc3ccccc3)nccc12	-15%[86.2 µM]
COc1ccc(CO[C@@H]2O[C@H](CO)[C@@H](O)[C@H](O)[C@H]2NC(C)=O)cc1OC	36%[activator]
COc1ccc(C2(C(=O)N3CCCN(C(=O)C4CC4)C(c4ccccc4)CC(=O)NCC3)CC2)cc1 (stereo not drawn)	-9%
O=C(NCc1ccccc1Cl)C1CCN(S(=O)(=O)c2ccc3c(c2)CCCN3C(=O)C2CCC2)CC1	0%
COC(=O)C(C)Sc1nc2c([nH]c3ccccc32)c(=O)n1-c1ccc(OC)cc1 (stereo not drawn)	-33%
O=C(c1ccc2c(c1)OCCN(c1cccc(OC(F)(F)F)c1)C2)N1CCOCC1	-3%[86.2 µM]
O=C(Nc1cccc(CN2CCOC2=O)c1)N1CCN(c2ccccc2)CC1	16%
COC(=O)c1scc(-c2ccc(C)cc2)c1S(=O)(=O)Nc1ccc(NC(C)=O)cc1	-15%
Cc1ccc(S(=O)(=O)N(C)CC(=O)Nc2ncc(Cc3ccc(F)cc3)s2)cc1C	11%
Cn1nc2n(c1=O)CCC(NC(=O)c1cncc(Br)c1)CC2 (stereo not drawn)	26%
N#Cc1cccnc1NCCc1cccc2cccnc12	u
O=S(=O)(c1ccc(Sc2nnnn2C2CCCC2)nc1)N1CCOCC1	8%
Cc1ccsc1C(=O)N1CC2CC(C1)[C@H]1CCCC(=O)N1C2 (stereo partly drawn)	29%
O=C(NCCc1c[nH]c2ccccc12)c1cc(Cl)cc(Cl)c1	-7%
COC(=O)c1sc(NC(=O)[C@@H](NC(=O)c2ccccc2F)C(C)C)nc1C	11%
CN(C)C[C@@H]1CN(Cc2ccccc2)C[C@H]1NC(=O)c1cn[nH]c1	u
Cc1c(CCNS(=O)(=O)c2ccccc2)sc2nc(-c3ccc(Cl)cc3)nn12	u

# The closing 4 records of the section before come first, to join the parts:
Compound	KDM5B inh
O=C(NCCc1c[nH]c2ccccc12)c1cc(Cl)cc(Cl)c1	-7%
COC(=O)c1sc(NC(=O)[C@@H](NC(=O)c2ccccc2F)C(C)C)nc1C	11%
CN(C)C[C@@H]1CN(Cc2ccccc2)C[C@H]1NC(=O)c1cn[nH]c1	u
Cc1c(CCNS(=O)(=O)c2ccccc2)sc2nc(-c3ccc(Cl)cc3)nn12	u
COc1ccc(-c2cc3ncc4c(n3n2)-c2cc(F)ccc2OC4)cc1	-25%
Nc1c(Cl)ncnc1NCc1cccnc1	1%
COc1ccc(Cl)cc1-c1ccc2c(c1)C(=O)N1CCN(C(=O)CC3(CC(=O)O)CCCC3)C[C@H]1C(=O)N2	20%
CC(C)CCN1CC2(CCCN(C(=O)c3ccn(C)c(=O)c3)C2)CCC1=O (stereo not drawn)	u
COc1ccc(C2CC(=O)N(CC(=O)Nc3ccc(C(F)(F)F)cc3)c3ccccc3S2)cc1 (stereo not drawn)	-23%
COCCOC1CCOC2(CCN(C(=O)Cc3ccccc3)CC2)C1 (stereo not drawn)	-9%
CC(C)OCCCNC(=O)c1cc(-c2ccccc2)nc2ccccc12	-17%
Cc1ccc(-c2noc([C@@H]3CCCN3C(=O)Cc3cccc(C)c3)n2)cc1	-17%
COCCN(C)C(=O)c1cn2cc(-c3cccc(Cl)c3)n(CC3CC3)c(=O)c2n1	15%
O=S(=O)(Oc1ccc2ccccc2c1)c1cccc2nsnc12	16%
Cc1cc(C)n2ncc(-c3noc(C(=O)NCc4ccco4)n3)c2n1	u
Cc1onc(-c2ccccc2)c1-c1nnc(CSc2nnnn2C(C)C)o1	10%
Cc1cc(C)cc(N(CC(=O)NC2CCCCC2)C(=O)CNC(=O)c2ccco2)c1	-9%
CCN(CC)CC(=O)c1c(C)n(C)c2ccc(OC)cc12	12%
CSc1ccccc1C(=O)Nc1ccc2ccccc2c1	-8%
COc1ccc(Cl)cc1C(=O)Nc1ccc(-n2cnnn2)cc1	-11%
CS(=O)(=O)c1ccccc1C(=O)Nc1ccc(N2CCOCC2)cc1	2%
NS(=O)(=O)c1ccc(CCNc2ccccc2[N+](=O)[O-])cc1	9%
Cc1ccc(C(=O)N2CCC(c3n[nH]c(=O)n3Cc3ccc(F)cc3)CC2)c(C)c1	6%
Cc1ccc(NC(=O)C2N(C(C)C)C(=O)C23CCCCC3)cc1 (stereo not drawn)	7%
COc1ccccc1C(=O)N1CCCC(CN2CCC(C)CC2)CC1 (stereo not drawn)	-2%
CN(C)C[C@@H]1CN(c2ncccn2)C[C@H]1NC(=O)CCc1ccccc1	28µM*
CN1CCN([C@H]2CCN(C(=O)Cc3cccc(O)c3)C[C@H]2CCCO)CC1	-8%
CCn1c(=O)c2cc(C(=O)NCc3ccc(F)cc3Cl)sc2c2ccccc21	-28%
COc1ccccc1NC(=O)N1CCC(CCc2ccc(C)cc2)CC1	0%

# Structures listed so far that have a thiophene ring, fused or not:
Compound	KDM5B inh
COC(=O)c1scc(-c2ccc(C)cc2)c1S(=O)(=O)Nc1ccc(NC(C)=O)cc1	-15%
Cc1ccsc1C(=O)N1CC2CC(C1)[C@H]1CCCC(=O)N1C2 (stereo partly drawn)	29%
CCn1c(=O)c2cc(C(=O)NCc3ccc(F)cc3Cl)sc2c2ccccc21	-28%

# Further records
Compound	KDM5B inh
CC(=O)N1CCOc2cc(S(=O)(=O)N(C)Cc3ccccc3)c(Cl)cc21	-34%
O=C(O)CC(NCc1ccccc1)c1ccccc1 (stereo not drawn)	8%
O=C(Nc1ccc(Cl)cc1)c1cc(S(=O)(=O)N2CCCc3ccccc32)ccc1F	u
Cc1c(OC(C(=O)O)c2ccccc2)ccc2c3c(c(=O)oc12)CCC3 (stereo not drawn)	u
Cc1cc(C(=O)N/N=C/c2cccs2)cs1	12%
COC(=O)c1ccc(NC(=O)c2cnn(-c3ccc(Cl)cc3)c2C2CCN(C(=O)OC(C)(C)C)CC2)cc1	-18%
COc1ccc(CNC(=O)c2cc3c(N4CCCC4)nc(C)cn3n2)c(OC)c1	28µM*
Cc1ccc(NC(=O)Cn2cc(S(=O)(=O)Cc3ccc(F)cc3)c3ccccc32)cc1Cl	u
O=C(c1ccccc1F)N1CCN(c2cc(-c3ccc(F)cc3)[nH]n2)CC1	-6%
CN(C)c1cccc(Oc2nnnn2[C@H]2CO[C@H]3[C@@H]2OC[C@@H]3NCC2CC2)c1	6%[86.2 µM]
Cc1oc(-c2cccs2)nc1CC(=O)Nc1ccccc1OCC(F)(F)F	-23%
COc1cc(NC(=O)N2CCC(CN3CCOCC3)CC2)cc(OC)c1OC	u
O=C(O)CCN1CCN(CCO)CC1	3%
OCC1CCCCN1CCNc1nccc(-c2cccnc2)n1 (stereo not drawn)	25µM*
Brc1ccc(CN2CCC(c3nc4ncccc4[nH]3)C2)cc1 (stereo not drawn)	20µM*!
COc1ccc(-c2noc(CSc3nnc(C)n3-c3ccc(OC)cc3)n2)cc1	3%
O=C(NCCc1ccc(F)cc1)c1cc(CN2CCOCC2)on1	-20%
O=C1CC2(CCN(C(=O)c3ccccc3)C2)Nc2ccccc2N1 (stereo not drawn)	-26%[149 µM]
Cc1ccc(C(=O)N2CC(N(C)c3ccccc3C)C2)cc1	1%[86.2 µM]
O=C(CCNC(=O)C1CCCC1)NC1CC1	16%
COc1cccc(NC(=O)C(=O)NCC(c2cccnc2)N2CCN(c3ccccc3)CC2)c1 (stereo not drawn)	4%
Cc1[nH]c2ccccc2c1C(=O)C(=O)NCc1ccncc1	7%
Cc1cccc(C(=O)N2CCCC3(C2)NC(=O)N(Cc2ccccc2)C3=O)c1 (stereo not drawn)	-14%
Cc1ccc2cccc(NC(=O)c3ccc(-c4ccc(Br)cc4)o3)c2n1	u
Cc1cn2nnc(C(=O)NCC3CCCCC3)c2c(=O)[nH]1	u
Cn1c(=O)c2c(ncn2CCC(=O)N/N=C/c2cccnc2)n(C)c1=O	13%
O=C1CC(c2cccc(O)c2)c2ncn(-c3ccccc3F)c2N1 (stereo not drawn)	u
CC1(C(=O)NC2CC2)CCCc2cnc(Nc3ccccc3)nc21 (stereo not drawn)	5%[86.2 µM]
Cc1ccccc1-n1nc(C)c(CCC(=O)NCC2CCCO2)c1Oc1ccccc1F (stereo not drawn)	u
CCn1c(=O)n(-c2ccc3c(c2)OCO3)c2nc(-c3cccc(OC)c3OC)nc(C(N)=O)c21	-18%
Cc1cc(C)cc(NC(=O)Cn2ccn3nc4c(c3c2=O)CCCC4)c1	35µM*
Cc1ccc(CNC(=O)CCc2c(C)nn(-c3ccc(N4CCOCC4)nn3)c2C)cc1	-5%
Cc1ccncc1-c1c(C)nn2c1N(C(=O)Cc1ccc(Cl)cc1)CCC2	5%[86.2 µM]
Cc1cccc([S+](=O)([O-])N(C)Cc2cccn2C)c1	2%[86.2 µM]
CN1C(=O)[C@H]2CN(Cc3cccc(C#N)c3)C[C@H]2C1=O	24%
CCOc1ccc(N(C(=O)c2ccccc2F)S(=O)(=O)c2ccc3c(c2)n(C)c(=O)n3C)cc1	-1%
CCc1ccccc1NC(=O)Cn1ccn(-c2cc(C)cc(C)c2)c(=O)c1=O	-15%
CC1=Nc2cc(C(=O)NC3CCCC3)ccc2Sc2ccc(Br)cc21	1%
Cc1c(-c2nsc(NC(=O)c3cccs3)n2)nnn1-c1ccc(Br)cc1	-21%
CC(Nc1nc(-c2ccccc2F)nc2ccccc12)c1ccccc1 (stereo not drawn)	-22%
COc1ccc(-c2csc(Nc3cccc(C)n3)n2)cc1C	u
CC(C)(C)c1ccc(NC(=O)c2nccnc2N)cc1	-15%
COc1ccc(-c2cc(C(=O)O)c3ccccc3n2)c(OC)c1	-16%
CCOC(=O)C(Cc1ccc(C(F)(F)F)cc1)(NC(C)=O)C(=O)OCC	8%
COc1ccc(/C=C/C(=O)Oc2ccc(OC)cc2)cc1	19%
CC(=O)c1cc2c(cc1O)CCCC2	20%
COc1cc(C(=O)Nc2ccc(N3CCCC3)nc2)cc2c1OCCO2	-15%
Cc1ccccc1S(=O)(=O)N1CCC2(CC1)CC(OCC1CC1)CCO2 (stereo not drawn)	-1%
COC(=O)c1ccc2c(c1)N(Cc1ccc(F)cc1)C(=O)c1ccccc1S2	-14%
CSc1cccc(NC(=O)Cn2c(=O)n(Cc3ccccc3)c(=O)c3sc4ccccc4c32)c1	-5%

# Further entries follow.
Compound	KDM5B inh
CCCNC(=O)C(C)NC(=O)Cc1c(C)nc2nc(N)nn2c1C (stereo not drawn)	u
COc1ccc(NC(=O)Cc2ccsc2)c(OC)c1	4%
CC(=O)c1ccc(N2CCN(C(=O)Cc3c[nH]c4ccccc34)CC2)cc1	-12%
Cc1cc(C)n2nc(SCC(=O)NC(=O)c3ccc(OC(F)F)cc3)nc2n1	29%
COCCN(Cc1ccco1)C(=O)Cn1nc(Cc2cccnc2)c2ccccc2c1=O	16%
Cc1cc(C)c(NC(=O)CN2C(=O)c3cccnc3Oc3ccc(C)cc32)c(C)c1	-11%
COc1ccccc1NC(=O)O[C@H]1COCCN(c2nc3ccccc3s2)C1	7%[86.2 µM]
CN1c2cc(C(=O)NCc3ccc(F)cc3F)ccc2C(=O)N2CCCCC21 (stereo not drawn)	u
COc1cc(C2c3c(-c4ccccc4O)n[nH]c3C(=O)N2CCO)ccc1OCc1ccccc1 (stereo not drawn)	5%
CC(=O)Nc1ccc(S(=O)(=O)N[C@H]2CO[C@H]3[C@@H]2OC[C@@H]3Nc2nccc(C(C)(C)C)n2)cc1	6%
Cn1c(=O)c2c(nc(NCCCN3CCOCC3)n2Cc2ccccc2)n(C)c1=O	7%
Oc1ccc(-n2nnnc2SCc2cc(Cl)c3c(c2)OCCCO3)cc1	-9%
COc1ccc(NC(=O)CSc2nc(C)cc(C)c2C(=O)Nc2ccccc2OC)cc1	1%
O[C@@H]1C[C@@H](c2nc(-c3cccnc3)no2)N(Cc2ccccc2)C1	8%[86.2 µM]
COc1cc(C(=O)N2CCc3c([nH]c4ccccc34)C2c2ccc(C)cc2)cc(OC)c1OC (stereo not drawn)	u
Cc1ccc(C(=O)NCCC2=CCCCC2)s1	8%
COc1ccc(CN(C)C(=O)C2(c3ccc(OC)cc3)CCOCC2)cc1	17%[115 µM]
CCOC(=O)C(=O)N/N=C/c1cccc(Br)c1	4%
O=C(Cc1ccccc1)Nc1sc2c(c1C(=O)Nc1ccccc1)CCCCC2	u
CCCCn1c(CCC(=O)O)nc2c1c(=O)[nH]c(=O)n2CCC	6%
O=C(CN1C(=O)c2cccnc2Oc2ccc(Cl)cc21)N1CCN(C2CCCCC2)CC1	4%

# Only part of the results is shown (hit frequency here may not be typical).
